Source: PubChem
ARNT TACC3 PPI = disrupts binding between human ARNT and TACC3; Q9Y6A5; AlphaScreen His-ARNT PAS-B/GST-TACC3 binding, luminescence; TACC3 fragment carries E629A point mutation; inhibition, % at 9.99 µM; hit rate 0.66% among 390,000; AID 623870;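 active means mean inhibition of replicates at least 50% and at least half of replicates each reaching 50%; inconclusive means half or more replicates reach 50% but mean below 50%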;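 further: 0% = complete ARNT plus TACC3 wells and 100% = ARNT alone without TACC3; many hits fall short of the cut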
INS-1E GSIS act = primary screen for activators of insulin secretion dependent on glucose, INS-1E cells, GLuc reporter luminescence; INS-1E GLuc reporter insulin secretion, 2-3 h; activation, % at 16.6 µM; AID 743287; hit rate 0.61% among 370,000;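 active means lowest replicate activation of at least 40%, so every replicate reaches that level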;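 further: 0% = median of neutral control wells and 100% = median of IBMX positive control wells; some compounds called inactive have numbers as strong as hits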
C2C12 statin = protects C2C12 myotubes from simvastatin toxicity. ATP luminescence, 48 h; scaled: DMSO 0, geranylgeraniol control 100. rescue of ATP level, % at 7.49 µM. hit rate 0.78% among 330,000. AID 602340;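 active means mean ATP rescue above about 67%, or every replicate alone reaching that limit, limit read from the data, passing the limit was not always enough; inconclusive means no clear call, values can overlap the other calls; inactive means mean under the limit and some replicate under it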;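 further: myotubes were challenged with 10 µM simvastatin during compound exposure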
Cneo AK release = causes C. neoformans cell lysis. AID 651654. lysis activity, % at 15 µM. hit rate 0.2% among 360,000. adenylate kinase release luminescence, 4 h; normalised: neutral wells 0, clomiphene wells 100;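 active means mean lysis activity across replicates of at least 80%, whatever share of replicates individually reach that level; inactive means mean lysis activity below 80%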
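Material: C. neoformans cells | Amount: Yeast cell density of 5 × 10^6 cells/mL | Medium: Fresh YPD growth medium | Dosing: Single dose | Times: Static 4 h at 37 °C with compound, 1 h detection | Detection: AK luminescence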
PglD DTNB = blocks C. jejuni PglD acetyltransferase activity | hit rate 0.098% among 360,000 | inhibition, % at 12.5 µM | AID 602405 | purified PglD enzyme, DTNB colorimetric CoA detection; in the data active means inhibition above about 16%, passing the limit was not always enough; inconclusive means no clear call, values can overlap the other calls; further: strong numbers were not always called active
LGR2 antag = Drosophila LGR2 receptor signaling inhibition | HEK293 LGR2, CRE-luciferase, bursicon-stimulated, 4 h | hit rate 0.35% among 380,000 | AID 720647 | inhibition, % at 9.99 µM;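 active means drop in luminescence signal, shown as inhibition above about 50% in the replicate tests, limit read from the data, passing the limit was not always enough; inconclusive means probably only some replicates passing the limit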;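 further: agonist challenge used bursicon conditioned medium at about half maximal strength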
PAX8 reporter = inhibitors of PAX8 transcriptional activity in RMG-I cells; AID 652154; hit rate 1.2% among 360,000; RMG-I TPO-luciferase reporter, SteadyGlo, 24 h; inhibition, % at 12.6 µM;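 active means mean replicate inhibition at least 60% with every replicate also reaching 60%; inconclusive means only one of the two criteria is met; inactive means mean below 60% and not all replicates reaching 60%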;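 further: luciferase light reporting Pax8 driven TPO promoter activity; plate controls were median of neutral control wells for no effect and mitoxantrone controls for full effect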
PGC1a acetyl inh = PGC1a acetylation modulation, inhibitor mode | U2OS PGC1a acetylation, AlphaScreen anti-acetyl-lysine; with virally co-expressed GCN5 acetyltransferase | inhibition, % at 15.6 µM | hit rate 0.17% among 350,000;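 active means every replicate shows inhibition of at least 40%; inconclusive means mean inhibition at least 40% but some replicate below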;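 further: 0% = neutral control wells and 100% = positive control wells; some results beyond the cut were filed as inactive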
* marks the source's active call; other numbers are inactive results; ? = inconclusive; · = no result given.

SMILES	ARNT TACC3 PPI	INS-1E GSIS act	C2C12 statin	Cneo AK release	PglD DTNB	LGR2 antag	PAX8 reporter	PGC1a acetyl inh
Fc1ccc(NCc2nnc(SCc3nnc(-c4ccccc4)o3)n2Cc2ccccc2)cc1	-3	·	-13	0	1	·	18	-11
C[C@@H]1CN([C@H](C)CO)C(=O)Cc2cc(NC(=O)CCN3CCOCC3)ccc2O[C@@H]1CN(C)S(C)(=O)=O	-10	17	-4	1	-1	-1	-17	-21
CC(C)NC(=O)Nc1ccc2c(c1)C(=O)N([C@H](C)CO)C[C@@H](C)[C@@H](CN(C)C(=O)c1ccncc1)OCCCC[C@H](C)O2	-7	7	·	0	1	-6	1	16
Brc1ccccc1OCCCN1CCOCC1	-4	18	12	1	-1	-30	·	-31
Fc1ccccc1NC(=S)N(CCN1CCCCC1)Cc1ccco1	0	2	·	·	·	16	9	·
Cc1ccc(S(=O)(=O)Nc2ccc3c(c2)nc2n3CCN(Cc3ccccc3)C2)cc1	5	·	-24	3	-1	·	·	·
O=C(Nc1ncc2c(n1)CC(c1ccc(Cl)cc1)CC2=O)c1ccco1 (stereo not drawn)	-1	12	4	2	3	11	7	15
Cn1c(=NC(=O)COc2ccccc2)sc2cccc(F)c21	9	8	17	·	·	-45	-36	-3
CC(C)CNC(=O)c1cc(-c2ccc3c(c2)OCO3)on1	-8	-3	8	1	-9	-43	-116	·
CCOc1cc(C2C3=C(CC(C)(C)CC3=O)N(CCOC)C3=C2C(=O)CC(C)(C)C3)ccc1O	-8	·	-11	-2	-8	-7	17	·
CCNC(=O)NC(=O)CN(C)c1ccccc1	-4	-2	2	0	-1	-6	3	4
CN(C)c1ccc2c(c1)[C@@H]1C[C@@H](CC(=O)NC3CCCCC3)O[C@@H](CO)[C@@H]1O2	25	-2	6	-3	-6	-8	0	-6
Cc1ccc(NC(=O)NNC(=O)COc2ccc([N+](=O)[O-])cc2)cc1C	-30	-8	-3	-1	10	-2	·	·
COc1cccc(OCC(O)CN2CCC(Cc3ccccc3)CC2)c1 (stereo not drawn)	2	-17	·	·	·	10	·	-1
Cc1ccc(SCCCCN2CCOCC2)cc1	-42	2	-1	3	7	-2	-30	·
CCOC(=O)c1nn(-c2ccc(F)cc2)c(=O)cc1OCC(=O)Nc1ccc(F)c(F)c1	-1	10	-8	-4	-7	-7	-5	-2
CCS(=O)(=O)N1Cc2ccccc2CC1C(=O)Nc1ccccc1OC (stereo not drawn)	2	16	34	6	2	-1	16	6
Cc1ccc(NS(=O)(=O)c2ccc(N/N=C/c3ccncc3)c([N+](=O)[O-])c2)c(C)c1	-5	-6	·	·	·	-1	16	·
Cc1cc(NC(=O)c2ccc3c(c2)OCO3)ccc1NC(=O)c1ccccc1	-10	15	-49	0	-3	-21	0	-25
C[C@@H](C(=O)NCC1CC1)[C@@H]1C[C@@]1(C)[C@@H](NC(=O)OCc1ccccc1)c1ccccc1	0	-36	16	4	-1	6	-20	·
O=C(NNC(=O)C1C2C=CC(C2)C1C(=O)O)c1ccccc1 (stereo not drawn)	-2	0	-27	-1	0	-2	2	5
COc1ccc(N2C(=O)C3C4C=CC(CC4)C3C2=O)c([N+](=O)[O-])c1 (stereo not drawn)	2	·	0	-3	3	·	·	-16
COCCNc1nnc(SCC(=O)NC2CCCCC2)s1	-26	2	8	0	-1	8	0	1
C[C@H](CO)N1C[C@H](C)[C@@H](CN(C)CC2CCOCC2)Oc2ncc(C#Cc3ccccn3)cc2C1=O	-6	4	37	-1	8	-2	-7	-8
CC(C)C[C@H]1CNC(=S)N1CC1CCN(CCC2CCCC2)CC1	10	·	-1	2	1	·	4	5

Next section:
SMILES	ARNT TACC3 PPI	INS-1E GSIS act	C2C12 statin	Cneo AK release	PglD DTNB	LGR2 antag	PAX8 reporter	PGC1a acetyl inh
N#C[C@H]1[C@H](c2ccc(C#Cc3ccccc3F)cc2)[C@@H](CO)N1C(=O)C1CCC1	-14	1	6	-6	2	44	0	-9
COc1cccc(CNC(=O)COC(=O)c2cccc(S(=O)(=O)N3CCN(C(C)=O)CC3)c2)c1	1	4	2	-1	3	9	-8	-7
CO[C@@H]1CN(C)C(=O)c2cc(NC(=O)Nc3ccccc3F)ccc2OC[C@@H](C)N(C(=O)c2cnccn2)C[C@H]1C	-4	-4	0	-1	1	16	8	6
COc1ccc(/C=C2\SC(=S)N(C(Cc3ccccc3)C(=O)O)C2=O)cc1 (stereo not drawn)	2	7	·	·	·	-5	1	0
COc1ccc(C(NC(=O)C(C)C)c2ccc3cccnc3c2O)cc1 (stereo not drawn)	39	20	·	0	0	11	?	30
Cn1c(SCC(=O)Nc2ccc(N3CCOCC3)cc2)nnc1C1CC1	·	1	2	·	·	-10	2	4
NS(=O)(=O)c1ccc(CNC(=O)C2(c3ccc(Cl)cc3)CC2)cc1	-9	-10	5	2	1	14	10	-8
Cc1ccc(CN(C)C(=O)c2ccccc2Sc2ccccc2C#N)cc1	-2	-12	6	-2	-2	2	9	0
Nc1ccc2nc(-c3cccs3)[nH]c2c1	12	10	6	-5	3	-53	·	-17
O=C(C1CCCC1)N1[C@H](CO)[C@H]2c3ccccc3N(S(=O)(=O)c3ccc(F)cc3)C[C@H]21	·	-7	-6	-2	-7	1	32	3
CCC(=O)Nc1ccc2c(c1)Cc1cc([N+](=O)[O-])ccc1-2	-7	·	-10	1	-9	-81	-237	1
CO[C@H]1CN(C)C(=O)c2cc(NC(=O)C3CC3)ccc2OC[C@H](C)N(C(=O)Cc2ccccn2)C[C@H]1C	·	2	4	·	·	-4	-5	-5
Cc1ccc2nc(Cl)c(CNCc3ccccc3)cc2c1	-11	-5	·	·	·	-13	-16	·
C[C@H](CO)N1C[C@H](C)[C@@H](CN(C)S(=O)(=O)c2cn(C)cn2)Oc2c(NC(=O)C3CCOCC3)cccc2C1=O	-8	1	-10	-5	-3	3	·	3
COc1ccccc1NC(=O)COC(=O)c1cc(C)nc2ccccc12	-1	25	-10	-2	-1	9	7	-3
COc1ccc(-c2nnc(SCC(=O)Nc3ncc(C(F)(F)F)cc3Cl)n2CC(C)C)cc1	-5	-10	·	-3	3	-6	5	0
COc1ccc(N2CCN(c3nc(-c4cccs4)nc4ccccc34)CC2)cc1	-1	-8	·	·	·	24	-5	-16
C/C=C/c1ccc2c(c1)O[C@H](CN(C)C(=O)Cc1ccccn1)[C@H](C)CN([C@@H](C)CO)S2(=O)=O	-9	23	·	-3	3	-7	·	2
CC(=O)NC1(C(Cl)(Cl)Cl)Oc2ccccc2O1	3	·	-13	0	2	·	39	-3
O=C(O)CCCC(=O)N1CCN(c2cccc(Cl)c2)CC1	-2	·	-12	0	3	·	·	2
CCN(C(=O)CSc1nnnn1-c1ccccc1)c1c(N)n(Cc2ccccc2)c(=O)[nH]c1=O	-10	-12	·	·	·	14	12	·
Cc1cc(C(=O)N2CCC(Cc3ccccc3)CC2)ccc1[N+](=O)[O-]	6	-13	-8	-6	-10	-13	·	-6
Cc1ccc(CNC(=O)/C=C/c2c(Cl)cccc2Cl)cc1	-5	10	·	2	-1	-10	14	·
COCC(C)n1c(SCC(=O)NC2CCCCC2C)nc2ccccc2c1=O (stereo not drawn)	-3	-14	-4	0	2	-3	2	-4
CN(C)c1ncnc2c1ncn2[C@H]1CN(Cc2ccc3c(c2)OCO3)C[C@@H](CO)O1	·	34	0	-1	-1	-6	-11	12

Following part
SMILES	ARNT TACC3 PPI	INS-1E GSIS act	C2C12 statin	Cneo AK release	PglD DTNB	LGR2 antag	PAX8 reporter	PGC1a acetyl inh
O=C(Cn1nc(C(=O)O)c2ccccc2c1=O)Nc1ccc(F)cc1	-1	17	-5	3	4	-13	-10	-22
CC(/C=N/NC(=O)c1c(Br)cnn1C)=C\c1ccccc1	1	-13	·	·	·	-28	-50	·
CC(C)C(N)c1csc(Nc2ccc(C(=O)NCCCO)cn2)n1 (stereo not drawn)	·	3	30	-3	-1	1	-10	-5
Cc1cc(-c2nnc(-c3ccccc3)c(-c3ccccc3)n2)c(C)o1	9	·	-14	1	-4	·	·	-13
O=C(COC(=O)CNC(=O)c1ccccc1Cl)Nc1ccccc1Cl	0	·	8	-1	2	·	5	·
COc1cccc(N=Nc2c(N)[nH]n3c(=O)c4c(nc23)CCCC4)c1	3	15	·	-1	0	16	9	2
O=C(CCC(=O)Nc1ccc(Br)cc1)N/N=C/c1cc([N+](=O)[O-])ccc1O	-5	-2	·	·	·	-5	-12	·
CN(C)C(CNC(=O)C1CCN(C(=O)/C=C/c2ccccc2)CC1)c1ccccc1 (stereo not drawn)	0	0	-7	4	-12	9	-79	-13
Cc1nc(N2CCN(Cc3ccccc3)CC2)nc2c1C(=O)CC(C)C2 (stereo not drawn)	1	·	9	0	9	·	3	-12
Cc1cc2c([nH]c3ccccc32)c2c1OC(C)(C)C=C2	28	-5	-15	-10	2	-163	·	-6
C[C@H]1CN([C@@H](C)CO)C(=O)c2cccc(NC(=O)Nc3ccc4c(c3)OCO4)c2O[C@@H]1CN(C)S(=O)(=O)c1cn(C)cn1	·	19	-17	-1	3	-1	-10	-3
CC(C)OCCCNC(=O)C1CCN(S(=O)(=O)c2ccc3nc4c(c(C(=O)O)c3c2)CCCCC4)CC1	0	9	-4	3	-6	1	-3	-14
Cc1ccc(NC(=O)c2sc(C)nc2C)c(C)c1	-9	13	·	·	·	-6	-16	·
Cc1ccc(S(=O)(=O)NCC(=O)NCC2COc3ccccc3O2)cc1C (stereo not drawn)	-2	-7	-4	2	-2	6	13	-4
CCOC(=O)C1=C(C)N(C[C@@H]2CC[C@@H](Cc3ccc(-c4ccccc4)cc3)O2)C(=O)NC1C1CC1 (stereo partly drawn)	-4	-11	-9	-1	-3	12	12	·
CCOCCCNS(=O)(=O)c1ccc(NC(=O)Cc2c(F)cccc2Cl)cc1	5	-13	·	·	·	9	7	-15
CCOc1ccccc1NC(=O)C(NCCc1ccc(OC)cc1)c1ccccc1 (stereo not drawn)	-9	2	1	6	5	4	3	·
Cc1cc(NC2CCCC2)n2ncc(-c3ccccc3)c2n1	10	32	-59	-2	-7	63*	-2	5
C[C@@H]1CN([C@@H](C)CO)C(=O)c2cc(NS(=O)(=O)c3cn(C)cn3)ccc2O[C@H]1CN(C)Cc1ccccc1	-9	20	-13	0	1	0	4	·
Cc1ccccc1NC(=O)C(=O)NCc1ccccn1	-2	·	1	5	-1	·	·	0
COc1ccc(NC(=O)CSc2nc3[nH]ncc3c(=O)[nH]2)cc1OC	6	12	-5	0	2	6	6	·
CCOC(=O)c1cc2[nH]c3ccccc3c2[n+](-c2ccc([N+](=O)[O-])cc2)c1N	1	-1	2	·	·	6	-15	·
C/C(=N\NC(=O)C(C)Sc1ccccc1)c1ccc([N+](=O)[O-])cc1 (stereo not drawn)	-9	-13	-9	0	8	-8	7	6

Shown as a markdown table: entries from further up.
| SMILES | ARNT TACC3 PPI | INS-1E GSIS act | C2C12 statin | Cneo AK release | PglD DTNB | LGR2 antag | PAX8 reporter | PGC1a acetyl inh |
| --- | --- | --- | --- | --- | --- | --- | --- | --- |
| O=C(Nc1ncc2c(n1)CC(c1ccc(Cl)cc1)CC2=O)c1ccco1 (stereo not drawn) | -1 | 12 | 4 | 2 | 3 | 11 | 7 | 15 |
| CCOCCCNS(=O)(=O)c1ccc(NC(=O)Cc2c(F)cccc2Cl)cc1 | 5 | -13 | · | · | · | 9 | 7 | -15 |
| Cc1ccc2nc(Cl)c(CNCc3ccccc3)cc2c1 | -11 | -5 | · | · | · | -13 | -16 | · |
| CC(C)CNC(=O)c1cc(-c2ccc3c(c2)OCO3)on1 | -8 | -3 | 8 | 1 | -9 | -43 | -116 | · |
